# Screens as filed in PubChem BioAssay.
# SR-BI DiI inh = inhibitors of SR-BI mediated HDL lipid uptake, primary screen, ldlA[mSR-BI] cells, fluorescence, single point | Scavenger receptor class B member 1 (Mus musculus), Q61009 | ldlA[mSR-BI] CHO cells, DiI-HDL uptake fluorescence, 3 h | inhibition, % at 12.5 µM | 0.96% of 320,000 active;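 active = mean replicate inhibition of at least 70% and a set share of replicates each scoring 70 or more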;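 also: 0% = median of neutral control wells and 100% = median of positive control wells; values of inactives mirror those of a sister screen read the other way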
# Target sequence (Q61009 whole entry, looked up): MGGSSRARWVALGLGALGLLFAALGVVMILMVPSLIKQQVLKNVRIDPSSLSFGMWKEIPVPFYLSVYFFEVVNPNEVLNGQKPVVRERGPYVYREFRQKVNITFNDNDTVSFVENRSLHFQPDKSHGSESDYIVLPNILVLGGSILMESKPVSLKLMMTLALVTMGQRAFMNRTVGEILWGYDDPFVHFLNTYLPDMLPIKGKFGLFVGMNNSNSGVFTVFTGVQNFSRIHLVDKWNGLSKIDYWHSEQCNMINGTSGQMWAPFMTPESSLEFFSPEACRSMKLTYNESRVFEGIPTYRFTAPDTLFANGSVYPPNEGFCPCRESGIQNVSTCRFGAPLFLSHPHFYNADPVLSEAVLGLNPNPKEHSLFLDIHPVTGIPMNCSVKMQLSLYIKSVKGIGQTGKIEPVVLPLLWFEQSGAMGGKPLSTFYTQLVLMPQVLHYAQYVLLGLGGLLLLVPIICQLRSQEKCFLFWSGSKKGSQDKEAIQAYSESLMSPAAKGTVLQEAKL
# HTR5A ag = HTR5A agonists in luminescence cell assay, primary screen, counter-screen for OPRM1-OPRD1 heterodimer agonist project, full-deck HTS; 5-hydroxytryptamine receptor 5A (Homo sapiens), P47898; cell-based; activation, % at 9.3 µM; 0.61% of 340,000 active; AID 504692, 2011; in the data active = activation mostly above about 9.5%, no sharp cut-off; inactive = mostly below about 7.6%;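 also: 0% = cells with vehicle only and 100% = reference agonist; strong numbers were not always called active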
# PvdQ inh = P. aeruginosa PvdQ acylase inhibitors, primary screen, biochemical, fluorescence, plate reader and imaging, single point. PvdQ acylase [Pseudomonas aeruginosa LESB58]. purified PvdQ acylase. inhibition, % at 10 µM. 0.063% of 340,000 active; in the data active = inhibition above about 30%, passing the limit was not always enough;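 also: 0% = vehicle neutral wells and 100% = reference inhibitor wells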
# CDK5 p35 inh = inhibitors of human CDK5/p35 kinase, primary screen, biochemical, single concentration | Cyclin-dependent kinase 5 (Homo sapiens) + Cyclin-dependent kinase 5 activator 1 (Homo … | Recombinant CDK5/p35, ADP-Glo luminescence, 60 min | inhibition, % at 10 µM | 0.01% of 330,000 active;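 active = highest replicate inhibition of at least 50% and at least 75% of replicates reaching 50%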;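 also: plate controls were DMSO neutral control for no effect and GW8510 at 10 µM for full effect; many of its hits are not listed in these tables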
# Rtt109 HAT inh = inhibitors of C. albicans Rtt109/Vps75 HAT, primary screen, biochemical, ThioGlo CoA-SH fluorescence, plate reader. Histone acetyltransferase RTT109 (Candida albicans (strain SC5314 / ATCC MYA-2876)), …. purified Rtt109/Vps75, 4 h. inhibition, % at 34.9 µM. 0.16% of 330,000 active. AID 540336, 2011;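 active = inhibition of at least 50% in every replicate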
# Target sequence (Q5AAJ8 whole entry, looked up): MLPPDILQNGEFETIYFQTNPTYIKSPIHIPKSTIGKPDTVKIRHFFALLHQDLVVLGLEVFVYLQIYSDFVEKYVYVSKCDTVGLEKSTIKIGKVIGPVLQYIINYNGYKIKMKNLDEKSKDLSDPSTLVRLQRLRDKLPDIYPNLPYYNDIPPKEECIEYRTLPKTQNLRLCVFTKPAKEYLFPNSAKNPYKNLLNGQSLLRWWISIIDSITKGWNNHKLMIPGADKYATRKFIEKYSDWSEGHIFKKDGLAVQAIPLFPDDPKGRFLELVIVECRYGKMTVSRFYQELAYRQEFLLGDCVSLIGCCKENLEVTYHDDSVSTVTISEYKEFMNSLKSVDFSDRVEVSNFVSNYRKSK
# SR-BI uptake up = activators of SR-BI mediated DiI-HDL uptake, primary screen, ldlA[mSR-BI] CHO cells, DiI fluorescence | 3 h; 100 = double the neutral-control signal | activation, % at 12.5 µM | 0.096% of 320,000 active | AID 504775, 2011;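 active = mean replicate activation of at least 60% and every replicate at or above 60%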;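 also: 0% = median plate neutral-control signal and 100% = twice that signal; values of inactives mirror those of a sister screen read the other way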
#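 Material – SR-BI-overexpressing, LDLR-lacking CHO cells · Medium – BSA-supplemented, HEPES-buffered Ham's F12, pH 7.4 · Doses – single concentration · Times – compound with DiI-HDL co-incubation, 3 h at 37 °C · Measured by – bottom-read fluorescence, 550/595 nm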
# Wnt act = Wnt/beta-catenin pathway activators, primary screen, cell-based, plate reader, single point. Wnt/beta-catenin reporter cell assay, activator. activation, % at 9.35 µM. 1.2% of 300,000 active. AID 743398, 2014; in the data active = activation above about 30%, passing the limit was not always enough;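 also: 0% = neutral control wells and 100% = positive control wells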
# MITF TRPM1 HTS = activators of MITF-driven TRPM1 promoter reporter, primary screen, cell-based, SK-MEL-5, luciferase, single point; AID 588334, 2011; SK-MEL-5 TRPM1-promoter luciferase, 24 h; % of positive control, neutral wells = 0; 0.75% of 300,000 active; activation, % at 12.5 µM;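 active = mean activation of at least 80% with every replicate also reaching 80%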;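 also: 0% = neutral control wells and 100% = parthenolide positive control wells; values of inactives mirror those of a sister screen read the other way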
# cardiac RTF act = cardiac RTF calcium sensitivity activators, primary screen, biochemical, IANBD-TnC fluorescence, EC20 calcium; 0.24% of 340,000 active; activation, % at 7.2 µM; IANBD-labeled TnC RTF fluorescence at EC20 calcium; 0% EC20 calcium, 100% full calcium; AID 493008, 2010; Troponin I, cardiac muscle (Homo sapiens) + Troponin T, cardiac muscle (Homo sapiens) + …;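 active = activation above the mean over all tested compounds plus 3 SD, cut at about 30% in these data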;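 also: rise in fluorescence read as greater calcium sensitivity of cardiac thin filaments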
# dFosB act = activators of delta FosB homodimer, primary screen, biochemical, fluorescence polarization, TAMRA-CDK5 oligo, single point | 0.99% of 340,000 active | purified delta FosB; percent of positive-control signal above neutral wells | activation, % at 25 µM | Protein FosB (Mus musculus), P13346;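 active = mean activation above about 17%, with every replicate also reaching it, limit read from the data, passing the limit was not always enough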;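 also: fluorescence polarization rise as delta FosB binds a TAMRA Cdk5 AP-1 oligo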
# Starred values were filed as active, the others as inactive; nt = not tested or not shown.
Structure	CDK5 p35 inh	SR-BI uptake up	Rtt109 HAT inh	Wnt act	dFosB act	PvdQ inh	cardiac RTF act	SR-BI DiI inh	HTR5A ag	MITF TRPM1 HTS
CCC1(CC)C(=O)C2=C3C1[C@H](C(=O)OC)C=C(C(=O)OC)C[C@H]3[C@H]1C(=O)N(Cc3ccccc3)C(=O)[C@H]1[C@H]2C (stereo partly drawn)	2.5	13	11	-6	10	-2	-3	-13	2	2
COc1ccc(Cl)cc1S(=O)(=O)NCc1cccs1	-0.8	-2	-3	-8	-7	-7	-1	2	4	nt
COc1ccc(/C=N/NS(=O)(=O)c2ccccc2)cc1OC	-0.3	nt	-10	-1	-9	15	5	nt	5	-3
Nc1ccc(Oc2c(Cl)cccc2Cl)nc1	-1.6	19	-14	-2	-11	-17	9	-19	6	-15
CCOc1ccc(NC(=O)NCC2CCN(Cc3ccc(F)cc3)CC2)cc1	-0.2	-12	9	1	-4	-7	-1	12	3	-1
O=C1[C@@H]2[C@@H]3C[C@@H]([C@H]4ON=C(c5ccc(Cl)cc5Cl)[C@@H]34)[C@@H]2C(=O)N1C1CCCCC1	0.5	34	1	-1	2	0	-5	-34	-1	-5
CC(NC(=O)c1cccnc1)C(c1cccs1)N1CCOCC1 (stereo not drawn)	-1.4	5	1	-1	-8	6	-3	-5	3	1
Cc1ccc(C)c(C(=O)CN2C(=O)NC3(CCCCCC3)C2=O)c1	2.4	1	-1	-3	-1	-4	2	-1	1	2
Cc1ccc(NC(=O)/C(=C\c2cccc(Br)c2)NC(=O)c2ccco2)cc1	3.5	-11	nt	nt	1	12	3	11	-1	6
CCN1CCCC1CNCc1ccc(Cl)cc1Cl (stereo not drawn)	0.4	33	8	nt	2	-7	-4	-33	3	-5
O=C(Nc1ccncc1)C1CCN(S(=O)(=O)c2ccccc2C(F)(F)F)CC1	-3.2	3	2	-3	-4	-22	-1	-3	5	4
Cc1ccc(CNC(=O)C2CCC(CNc3c(N4CCOCC4)c(=O)c3=O)CC2)cc1 (stereo not drawn)	-1.4	6	-13	-2	3	-15	-1	-6	3	nt
CCCCCC/C(=N\NS(C)(=O)=O)c1ccccc1	0.2	22	2	-2	-2	-12	6	-22	3	nt
CCOC(=O)C(Sc1nnc(-c2ccncc2)o1)C(C)=O (stereo not drawn)	-1.5	52	11	nt	-6	4	3	-52	3	8
COc1ccccc1N1CCN(CC(=O)Nc2ccnn2C2CCCC2)CC1	0.2	-11	-8	-3	2	-3	-6	11	4	-9
N#Cc1ccc(C23CC4(C2)[C@H](CN(Cc2cccnc2)[C@@H]4c2ccccc2)C3c2ccccc2)cc1 (stereo partly drawn)	-1.6	19	6	-13	-1	8	-7	-19	-2	-13
O=C(NC(=S)Nc1ccccc1O)c1ccc(-c2ccc(Cl)cc2)o1	0.6	13	6	nt	-12	13	-2	-13	-7	-12
COc1cccc(/C=N/NC(=O)CNC(=O)COc2ccccc2)c1O	-0.1	-40	2	-3	0	-8	1	40	1	-14
Cc1cc2c3c(c1)C1(SCC(=O)N1c1ccc(F)cc1)C(=O)N3C(C)(C)CC2C (stereo not drawn)	-0.3	-3	14	nt	-1	7	-3	3	-1	4
CC1=C(C(=O)OCCC#N)C(c2cc3c(cc2Br)OCO3)NC(=O)N1 (stereo not drawn)	1.5	-3	13	-1	-4	-13	-5	3	1	nt
CCCCn1c(N)c(N(CC(C)C)C(=O)C2CCN(S(=O)(=O)c3ccc(C)cc3C)CC2)c(=O)[nH]c1=O	-0.2	-9	-8	-3	-10	8	-9	9	8	0
Cn1c(=O)n(C)c2cc(NS(=O)(=O)c3ccc(Cl)s3)ccc21	-0.6	-6	2	0	-8	0	6	6	-1	2
CCOC(=O)N1CCC(NC(=O)CN(c2ccc(C(C)C)cc2)S(=O)(=O)c2c(C)nn(C)c2C)CC1	0.2	10	0	1	-16	-2	-1	-10	3	-20
Cc1cccc(N2CC(c3nc4ccccc4n3C)CC2=O)c1C (stereo not drawn)	-1.3	-25	1	4	-3	-10	10	25	9	nt
O=C(CNC(=O)c1ccc(Br)o1)NNC(=O)c1ccccc1	0.5	-2	6	3	7	-13	-10	2	2	3
O=C(c1ccc2c(c1)OCCCO2)c1cccs1	1.5	17	4	nt	-1	0	0	-17	0	64
Cc1ccc(-n2[nH]c(C)c(C=Nc3ccc4[nH]c(=O)[nH]c4c3)c2=O)cc1	1.2	-21	-7	2	5	-11	-2	21	1	-5
COc1ccc(C2C(C(=O)NC(C)C)c3ccccc3C(=O)N2C)cc1OC (stereo not drawn)	-0.8	22	-7	2	0	-16	6	-22	-1	nt
CCOc1cc(C(=O)NCCOC)cc(OCC)c1OCC	0.8	1	-13	nt	4	-12	-1	-1	-1	-3
O=C(COC(=O)COc1ccc(Cl)cc1Cl)NC1CCCC1	0.3	13	-5	-1	-5	-12	0	-13	1	-6

# One compound at a time, from the list above:
# Entry for COc1ccccc1N1CCN(CC(=O)Nc2ccnn2C2CCCC2)CC1 → CDK5 p35 inh = 0.2; SR-BI uptake up = -11; Rtt109 HAT inh = -8; Wnt act = -3; dFosB act = 2; PvdQ inh = -3; cardiac RTF act = -6; SR-BI DiI inh = 11; HTR5A ag = 4; MITF TRPM1 HTS = -9
# Entry for CCN1CCCC1CNCc1ccc(Cl)cc1Cl (stereo not drawn) → CDK5 p35 inh = 0.4; SR-BI uptake up = 33; Rtt109 HAT inh = 8; Wnt act = nt; dFosB act = 2; PvdQ inh = -7; cardiac RTF act = -4; SR-BI DiI inh = -33; HTR5A ag = 3; MITF TRPM1 HTS = -5

# Additional records follow.
Structure	CDK5 p35 inh	SR-BI uptake up	Rtt109 HAT inh	Wnt act	dFosB act	PvdQ inh	cardiac RTF act	SR-BI DiI inh	HTR5A ag	MITF TRPM1 HTS
CC1Oc2ccccc2OC1(O)c1ccccn1 (stereo not drawn)	-0.7	-3	1	-1	-5	-8	1	3	2	1
CCOC(=O)C1=C(C)NC(=O)NC1c1cccc(O)c1 (stereo not drawn)	-2.1	10	-7	nt	5	-5	-3	-10	-1	-7
O=C(CNC(=O)Cc1ccccc1)NCC(=O)OCc1ccc(C(=O)c2ccccc2)cc1	0.2	-9	-7	-2	3	1	5	9	2	-1
COc1ccccc1NC(=S)N1CCNC(=O)C1CC(=O)Nc1cccc(C)c1 (stereo not drawn)	0.6	nt	-2	2	0	-6	3	nt	0	8
COc1ccc(O)c(C(=O)c2cc(C#N)c(=O)n(-c3ccc(Cl)cc3)c2)c1	1.3	-45	1	5	-9	-13	4	45	3	11
CSCCC(=O)N1CCCC(CNC(=O)c2ccccc2Cl)C1 (stereo not drawn)	1.0	-4	-46	5	-7	7	6	4	6	8
Cc1cc(C(C)(C)C)ccc1OCC(=O)N/N=C\c1c(C)n(C)n(-c2ccccc2)c1=O	-0.1	-10	8	-3	-12	-4	-7	10	-1	-12
COc1cccc(NC(=O)Nc2ccc(Cc3ccncc3)cc2)c1	-1.1	27	11	0	-2	4	1	-27	-2	18
COc1cccc(/C=C/C(=C2/C(=O)N(c3ccccc3)N=C2C)c2ccc(Br)cc2)c1OC	-0.8	0	0	nt	4	-1	3	0	1	-10
CC(C)c1ccc(S(=O)(=O)c2n[nH]n3c2nc(=O)c2ccccc23)cc1	-0.1	-5	-5	nt	-14	-9	0	5	2	-4
COC(=O)c1cc(S(=O)(=O)NCC2CCN(Cc3cccc(F)c3)CC2)cn1C	0.9	14	-6	-2	3	-4	-4	-14	0	5
COc1cc(C(=O)Oc2ccc(Br)cc2C(=S)N2CCOCC2)cc(OC)c1OC	-3.2	nt	-10	2	-17	-11	-2	nt	3	nt
COc1ccc(-c2c3c(=O)n(C)c(=O)n(C)c3cn2Cc2cccnc2)cc1	-2.5	nt	10	nt	-5	-3	-3	nt	0	22
COc1ccc(C(=O)NCC(=O)Nc2cccc(S(=O)(=O)N3CCCC3)c2)cc1	2.1	11	6	-1	-9	-17	-5	-11	-1	-7
CCC(=O)c1ccc(OCC(=O)OCC(=O)N(CCC#N)c2ccc3c(c2)OCCO3)cc1	-0.8	-5	-1	-3	-12	-15	4	5	-1	-2
COc1ccccc1NS(=O)(=O)c1cccc(C(=O)NCC2(N3CCCCC3)CCCCC2)c1	-3.6	15	-17	-2	-2	-5	2	-15	2	12
CN1CCN(NC(=S)NC(C)(C)CC(C)(C)C)CC1	-1.8	13	-2	-1	-1	0	1	-13	0	-7
CCOC(=O)N1CCC(N2Cc3cccc(C(=O)Nc4ccc(CC)cc4)c3C2=O)CC1	4.0	-15	-3	2	-15	-7	8	15	2	nt
CCOC(=O)c1cc(-c2ccccc2)n[nH]1	-0.6	9	10	2	-6	9	3	-9	8	nt
CCc1c(C)sc(NC(=O)c2cc(C)on2)c1C#N	-0.1	31	0	nt	1	-13	1	-31	-1	20

# Four of the compounds above, as labelled records:
COc1ccc(O)c(C(=O)c2cc(C#N)c(=O)n(-c3ccc(Cl)cc3)c2)c1
  CDK5 p35 inh: 1.3; SR-BI uptake up: -45; Rtt109 HAT inh: 1; Wnt act: 5; dFosB act: -9; PvdQ inh: -13; cardiac RTF act: 4; SR-BI DiI inh: 45; HTR5A ag: 3; MITF TRPM1 HTS: 11

CSCCC(=O)N1CCCC(CNC(=O)c2ccccc2Cl)C1 (stereo not drawn)
  CDK5 p35 inh: 1.0; SR-BI uptake up: -4; Rtt109 HAT inh: -46; Wnt act: 5; dFosB act: -7; PvdQ inh: 7; cardiac RTF act: 6; SR-BI DiI inh: 4; HTR5A ag: 6; MITF TRPM1 HTS: 8

Cc1cc(C(C)(C)C)ccc1OCC(=O)N/N=C\c1c(C)n(C)n(-c2ccccc2)c1=O
  CDK5 p35 inh: -0.1; SR-BI uptake up: -10; Rtt109 HAT inh: 8; Wnt act: -3; dFosB act: -12; PvdQ inh: -4; cardiac RTF act: -7; SR-BI DiI inh: 10; HTR5A ag: -1; MITF TRPM1 HTS: -12

COc1cccc(NC(=O)Nc2ccc(Cc3ccncc3)cc2)c1
  CDK5 p35 inh: -1.1; SR-BI uptake up: 27; Rtt109 HAT inh: 11; Wnt act: 0; dFosB act: -2; PvdQ inh: 4; cardiac RTF act: 1; SR-BI DiI inh: -27; HTR5A ag: -2; MITF TRPM1 HTS: 18

# This is a random part of the collection; overall some 4.4% were active at least once.
